From PubChem
Rv3671c protease: inhibitors of M. tuberculosis serine protease Rv3671c. P9WHR9. inhibition, % at 5.96 µM. 0.048% of 320,000 active. AID 2606; in the data active = inhibition above about 38%;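 also: extracellular domain of Rv3671c used as enzyme; 0% = enzyme with DMSO and 100% = no enzyme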
PfHsp40 yeast: restores yeast growth despite PfHsp40 toxicity | growth rescue, % at 12.5 µM | S. cerevisiae expressing PfHsp40, growth rescue, ATP luminescence | AID 504582 | 0.68% of 340,000 active; in the data active = growth rescue above about 28%, passing the limit was not always enough; inconclusive = no clear call, values can overlap the other calls;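 also: yeast W303a lacking pdr1 and pdr3 grown in galactose medium; growth measured after three days at 30 °C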
Yp Topo-I inh: Y. pestis Topo-I inhibition via cleavage products | 0.064% of 360,000 active | activity, % at 10 µM | Y. pestis Topo-I cleavage product accumulation, plate reader; in the data active = activity above about 50%, passing the limit was not always enough; inconclusive = no clear call, values can overlap the other calls; also: inactives centre near 2
3CLpro inhibitor: SARS-CoV 3CLpro protease inhibition; inhibition, % at 6 µM; recombinant SARS-CoV 3CLpro, quenched FRET peptide cleavage; P0C6X7; 0.14% of 290,000 active; in the data active = inhibition above about 12%
Vc quorum ag: inducers of Vibrio cholerae quorum light production without autoinducers | V. cholerae BH1578 lux reporter, luminescence, 6 h | activation, % at 18.7 µM | 0.16% of 350,000 active | AID 588436; in the data active = activation mostly above about 9.7%, no sharp cut-off; inconclusive = no clear call, values can overlap the other calls; inactive = mostly below about 3.7%; also: not every result past the cut was called active; inactives centre near 0; reference of the scale not given here
VHR inh abs: DUSP3 (human) phosphatase inhibition; recombinant VHR phosphatase, pNPP absorbance; P51452; inhibition, % at 13.3 µM; AID 1654; 0.52% of 290,000 active; in the data active = inhibition above about 50%; also: some compounds called inactive have numbers as strong as hits
Target sequence (P51452 whole entry, looked up): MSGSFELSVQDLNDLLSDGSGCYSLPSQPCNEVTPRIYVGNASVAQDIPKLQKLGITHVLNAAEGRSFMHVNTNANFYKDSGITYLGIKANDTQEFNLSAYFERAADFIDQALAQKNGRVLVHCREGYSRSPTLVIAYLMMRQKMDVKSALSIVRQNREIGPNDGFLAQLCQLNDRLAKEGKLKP
TcdB GH inh: TcdB glycohydrolase inhibition. P18177. TcdB glycohydrolase enzymatic assay, plate reader. inhibition, % at 9.99 µM. 0.24% of 350,000 active. AID 652162; in the data active = inhibition above about 10%
Anthrax LF inh2: inhibitors of Bacillus anthracis lethal factor protease; multiplex microsphere protease cleavage assay, LF; inhibition, % at 10 µM; 0.12% of 360,000 active; in the data active = inhibition above about 30%; inconclusive = no clear call, values can overlap the other calls; also: plate controls were buffer without enzyme for full effect and enzyme alone for no effect
Target sequence (P15917 whole entry, looked up): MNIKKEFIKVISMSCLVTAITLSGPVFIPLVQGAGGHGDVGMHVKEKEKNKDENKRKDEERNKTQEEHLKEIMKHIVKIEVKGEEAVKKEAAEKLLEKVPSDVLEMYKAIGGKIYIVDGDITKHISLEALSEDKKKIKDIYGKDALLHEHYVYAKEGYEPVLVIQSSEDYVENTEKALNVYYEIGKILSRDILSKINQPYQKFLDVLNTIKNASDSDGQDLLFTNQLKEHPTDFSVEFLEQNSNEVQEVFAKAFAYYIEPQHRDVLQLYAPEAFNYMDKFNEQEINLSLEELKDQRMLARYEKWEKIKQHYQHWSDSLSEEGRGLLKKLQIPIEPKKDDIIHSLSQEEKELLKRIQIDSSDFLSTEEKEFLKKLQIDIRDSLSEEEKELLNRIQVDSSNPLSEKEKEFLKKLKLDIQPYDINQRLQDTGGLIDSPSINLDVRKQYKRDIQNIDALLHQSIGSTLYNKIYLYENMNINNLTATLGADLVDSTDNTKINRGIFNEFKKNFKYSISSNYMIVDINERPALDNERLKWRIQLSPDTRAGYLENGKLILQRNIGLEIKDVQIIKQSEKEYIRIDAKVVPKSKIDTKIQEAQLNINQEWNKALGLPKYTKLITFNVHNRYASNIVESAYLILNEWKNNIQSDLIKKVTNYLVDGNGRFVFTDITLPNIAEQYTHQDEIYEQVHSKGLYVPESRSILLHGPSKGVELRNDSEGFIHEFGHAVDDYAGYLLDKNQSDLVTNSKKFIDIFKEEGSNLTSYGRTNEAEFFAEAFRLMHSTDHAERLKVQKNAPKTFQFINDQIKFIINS
MazF activator: activators of E. coli MazEF toxin-antitoxin RNase | FAM/BHQ RNA-DNA oligo cleavage fluorescence, 5 h | activation, % at 20 µM | 0.32% of 350,000 active; in the data active = activation above about 50%
SSB-PriA inh: K. pneumoniae PriA-SSBct interaction inhibition; 0.6% of 430,000 active; AID 1272365; inhibition, % at 33 µM; AlphaScreen SSBct-PriA binding, biotinylated peptide; in the data active = inhibition mostly above about 37%, no sharp cut-off; inactive = mostly below about 20%;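 also: plate controls were negative control peptide for no effect and reference peptide for full effect; strong numbers were not always called active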
Numbers without * were called inactive; i = inactive; ? = inconclusive; nt = no result given; & = joins results of further samples.

SMILES	Rv3671c protease	PfHsp40 yeast	Yp Topo-I inh	3CLpro inhibitor	Vc quorum ag	VHR inh abs	TcdB GH inh	Anthrax LF inh2	MazF activator	SSB-PriA inh
COCCn1c(SCc2ccc(C)cc2)nc2c1c(=O)[nH]c(=O)n2C	1	nt	9	nt	i	nt	0.1	21	-3	-2
O=C(CC1Sc2ccccc2NC1=O)NNc1ccc(Cl)c(Cl)c1 (stereo not given)	nt	-0.8	5	nt	nt	nt	0.1	-3	-6	-8
Cc1cccc(C)c1NCC(=O)N1CCN(Cc2ccccc2)CC1	-1	0.8	2	3	0.7	nt	-0.5	1	1	2
CCN(CC)CCSc1nc(O)c(Cc2ccccc2)c(=O)n1-c1ccccc1	9	-0.8	-5	-2	-0.3	19	0.0	-4	-4	-13
Cc1ccc(Cl)cc1N1CCN(S(=O)(=O)c2c(C)[nH]c(C)c2C(=O)N2CCCCC2)CC1	6	1.9	25	6	-5.3	13	1.6	-4	4	8
COc1ccccc1C1(O)CCN(C(=O)c2cccs2)CC1	10	-1.1	-5	2	i	17	nt	8	-5	-4
COc1ccc(-c2nc(CCNC(=O)c3cccs3)cs2)cc1	-11	0.0	21	2	-0.3	2	1.4	-4	3	-12&-7
COc1cc(C(=O)N(Cc2cccc(Cl)c2)C2CCS(=O)(=O)C2)cc(OC)c1OC (stereo not given)	-2	0.9	0	2	nt	27	nt	2	-2	-2
CCN1CCN(C(=O)/C=C/c2ccc(C)cc2)CC1	0	-1.5	-4	0	i	-9	-1.6	0	3	-14
COc1cc2cc(C(=O)O)[nH]c2c(OC)c1OC	-3	0.4	2	3	i	16	-0.7	1	-4	-9
C/C(CCC1CC(C)OC1=O)=N\NC(N)=S (stereo not given)	-2	-2.2	10	-3	i	5	0.0	0	-17	nt
COc1ccc(N2C(=O)CC(Sc3n[nH]c(-c4ccccc4)n3)C2=O)cc1 (stereo not given)	7	-0.1	11	-1	-0.6	-8	2.0	-5	0	4
CC(=O)N1CCN(C(=O)CNC(=O)c2cccs2)CC1	-1	-1.4	1	nt	i	nt	-0.3	-5	-1	-9
COc1cc2[nH]c(C(=O)N3CCN(C)CC3)cc2c(OC)c1OC	-1	-0.9	1	-5	-0.3	34	-2.1	18	5	-6
COc1ccccc1OCC#CCN1CCOCC1	-1	-0.6	-1	-1	-0.7	6	0.8	-1	-18	-1
Cc1onc(-c2ccccc2Cl)c1C(=O)OCC(=O)c1ccc[nH]1	-8	0.3	8	nt	2.3	nt	3.0	-5	6	-6
CCc1nc(SC)[nH]c(=O)c1C	-2	0.3	3	-3	-0.2	12	0.1	0	4	1
O=C(Nc1ccc(Cl)cc1C(=O)c1ccccc1)c1ccccc1	-10	0.6	15	3	2.8	-1	nt	-1	8	-17
COc1ccc(NC(=O)c2c(C)noc2C)cc1S(=O)(=O)N1CCCCC1	nt	nt	6	nt	4.0	nt	0.0	-1	5	nt
CCN(CC)c1ccc(/C=N/n2c(=S)[nH]nc(C)c2=O)cc1	10	-0.8	5	-6	nt	15	-0.5	2	4	nt
Cc1cc(F)ccc1NC(=O)C1CCN(S(=O)(=O)c2ccc3c(c2)CCCC(=O)N3)CC1	-2	0.8	-4	4	-0.6	10	-0.3	0	3	-1
Cc1ccc(S(=O)(=O)Nc2cc(S(=O)(=O)N3CCOCC3)ccc2NCC2CCCO2)cc1 (stereo not given)	-2	0.5	4	nt	0.0	nt	0.9	nt	2	-6
CC(=O)OCC1=C(C(=O)O)N2C(=O)C(NC(=O)COc3ccc(F)cc3)C2SC1 (stereo not given)	nt	-1.0	4	nt	1.2	nt	2.1	2	-4	6
O=C(Nc1cc(Cl)cc(Cl)c1)N1CCN(C(=O)C2CCCO2)CC1 (stereo not given)	-8	0.1	0	5	i	14	-1.1	4	-4	-7
COc1ccc(CCNC(=O)CCC(=O)N2CC(C)Oc3ccccc32)cc1OC (stereo not given)	4	1.1	-6	-1	i	6	0.2	-2	8	-4
COc1ccccc1N1CCN(C(=O)CSc2nc(C)cc(=O)[nH]2)CC1	1	-0.7	4	0	-0.2	15	-0.9	0	1	-3
CSCCC(NS(=O)(=O)c1ccc2c(c1)c(=O)n(C)c(=O)n2C)C(=O)NC1CCN(Cc2ccccc2)CC1 (stereo not given)	-9	-0.2	-8	2	1.3	30	5.6	-10	-2	-13
Cc1ccc(S(=O)(=O)Nc2ccccc2N(C)S(=O)(=O)c2ccc(C)cc2)cc1	-6	6.4	24	nt	1.2	nt	0.9	-12	2	-3
CC(N)c1csc(Nc2nncc3ccccc23)n1 (stereo not given)	nt	nt	-10	nt	-4.0	nt	1.5	-6	nt	nt
CCn1cc(C(=O)NC2CCCCC2)c(=O)c2cc(S(=O)(=O)N(C)C)ccc21	0	-0.7	-9	3	-0.2	-2	1.1	1	6	-5
CCCC12CN3CCN(CC(C3)/C1=N\NC(=O)c1ccccc1Cl)C2	-3	-0.6	9	-2	-0.2	11	-0.3	8	4	nt
CC(C)C(NC(=O)c1ccco1)C(=O)NC1CCCCCC1 (stereo not given)	-2	-1.1	-4	-5	-0.3	-19	1.2	-3	-5	-4
CCOC(=O)N1CCC(N2C(=O)c3ccccc3C2Nc2c(C)cccc2C)CC1 (stereo not given)	-35	-0.1	25	3	-0.2	12	-0.3	-3	-8	-3
Nc1cccc(C(=O)c2ccccc2C(=O)O)c1	nt	0.0	5	nt	i	nt	0.4	-9	-8	6
Cc1cc(C)cc(NC(=O)C(=O)NCCCN2CCOCC2)c1	10	-0.4	4	-3	-0.3	15	0.1	-5	-1	-8
COc1ccc(NC(=O)CN(Cc2ccccc2)S(C)(=O)=O)cc1OC	-7	-0.9	1	6	-0.3	-5	0.5	1	0	0
CCc1ccccc1NS(=O)(=O)c1ccc2c(c1)NC(=O)CC(=O)N2	-10	-0.3	0	-1	i	12	nt	-1	-5	-6
Cc1cccc(NC(=S)N(CCN(C)C)C(C)c2ccccn2)c1 (stereo not given)	-4	-0.4	-13	4	-0.2	11	nt	-2	-1	2
Cc1ccc(CNC(=O)c2cc(S(=O)(=O)N3CCOCC3)cn2C)cc1	-6	1.4	1	3	-0.1	25	0.8	-4	6	-7
C=CCC[C@H](Cc1ccc(F)cc1)C(=O)OC[C@H](Cc1c[nH]c2ccccc12)NC(=O)[C@@H](CC=C)CC(=O)N[C@@H](CO)Cc1ccccc1	-9	0.3	37	nt	-0.8	nt	-0.4	7	0	-9
CCOc1ccc(N2CC(NS(=O)(=O)c3cccnc3)CC2=O)cc1 (stereo not given)	-1	1.0	-1	nt	-0.2	nt	1.4	nt	4	-1
COc1cccc(-c2cnc(C(O)c3cccc(OC)c3)[nH]2)c1 (stereo not given)	nt	nt	11	nt	-0.5	nt	0.7	-6	nt	nt
CC(C)(C)c1ccc(C(=O)NC(=S)NCc2ccco2)cc1	-1	20	25	5	i	26	-0.1	-4	1	-16
CC(C)(C)NNC(=S)Nc1ccc(S(=O)(=O)N2CCOCC2)cc1	3	6.6	4	2	-0.5	14	0.3	-3	-21	-4
CCCCN(C(=O)c1ccco1)c1nnc(-c2cc(OC)c(OC)c(OC)c2)s1	-1	?	2	-1	-0.4	-11	nt	0	-7	-7
CC(CN1CCCCC1)NC(=O)c1cc(-c2ccccn2)nc2ccc(Cl)cc12 (stereo not given)	10	-0.6	-2	6	2.8	30	-0.2	-4	11	2
CC(C)(C)c1[nH]ncc1[N+](=O)[O-]	-6	-1.3	5	1	-0.2	-1	1.4	-1	4	1
O=C(N/N=C/c1ccco1)C1CC1(c1ccccc1)c1ccccc1 (stereo not given)	-6	-1.3	3	3	i	5	nt	-4	6	nt
O=C(O)C1Nc2c(O)cc(Cl)c([N+](=O)[O-])c2C2C=CCC12 (stereo not given)	49*	-0.5	-45	2	i	89	-1.0	0	-29	98
COc1ccc(N(CC(=O)Nc2ccccc2C(=O)N2CCOCC2)S(=O)(=O)c2ccc(F)cc2)cc1	1	-2.1	6	-1	2.6	-1	nt	1	5	-14

Taken from above, eleven compounds:
SMILES	Rv3671c protease	PfHsp40 yeast	Yp Topo-I inh	3CLpro inhibitor	Vc quorum ag	VHR inh abs	TcdB GH inh	Anthrax LF inh2	MazF activator	SSB-PriA inh
COCCn1c(SCc2ccc(C)cc2)nc2c1c(=O)[nH]c(=O)n2C	1	nt	9	nt	i	nt	0.1	21	-3	-2
O=C(CC1Sc2ccccc2NC1=O)NNc1ccc(Cl)c(Cl)c1 (stereo not given)	nt	-0.8	5	nt	nt	nt	0.1	-3	-6	-8
Cc1cccc(C)c1NCC(=O)N1CCN(Cc2ccccc2)CC1	-1	0.8	2	3	0.7	nt	-0.5	1	1	2
CCN(CC)CCSc1nc(O)c(Cc2ccccc2)c(=O)n1-c1ccccc1	9	-0.8	-5	-2	-0.3	19	0.0	-4	-4	-13
Cc1ccc(Cl)cc1N1CCN(S(=O)(=O)c2c(C)[nH]c(C)c2C(=O)N2CCCCC2)CC1	6	1.9	25	6	-5.3	13	1.6	-4	4	8
COc1ccccc1C1(O)CCN(C(=O)c2cccs2)CC1	10	-1.1	-5	2	i	17	nt	8	-5	-4
COc1ccc(-c2nc(CCNC(=O)c3cccs3)cs2)cc1	-11	0.0	21	2	-0.3	2	1.4	-4	3	-12&-7
COc1cc(C(=O)N(Cc2cccc(Cl)c2)C2CCS(=O)(=O)C2)cc(OC)c1OC (stereo not given)	-2	0.9	0	2	nt	27	nt	2	-2	-2
CCN1CCN(C(=O)/C=C/c2ccc(C)cc2)CC1	0	-1.5	-4	0	i	-9	-1.6	0	3	-14
COc1cc2cc(C(=O)O)[nH]c2c(OC)c1OC	-3	0.4	2	3	i	16	-0.7	1	-4	-9
C/C(CCC1CC(C)OC1=O)=N\NC(N)=S (stereo not given)	-2	-2.2	10	-3	i	5	0.0	0	-17	nt

Continuation:
SMILES	Rv3671c protease	PfHsp40 yeast	Yp Topo-I inh	3CLpro inhibitor	Vc quorum ag	VHR inh abs	TcdB GH inh	Anthrax LF inh2	MazF activator	SSB-PriA inh
CCOC(=O)c1ccc[n+](C(C)C(=O)c2ccc(-c3ccccc3)cc2)c1 (stereo not given)	7	0.5	7	-1	0.0	7	nt	0	26	5
COc1ccc(-c2csc(NC(=O)CCS(=O)(=O)c3ccccc3)n2)c(OC)c1	-11	0.3	16	4	-0.3	9	0.3	-8	-4	12
CN(C)/C=C/c1c(C#N)c(=O)ncn1Cc1ccccc1	0	-0.2	0	-6	i	1	nt	0	-3	-11
C[C@H](CO)N1C[C@H](C)[C@@H](CN(C)S(C)(=O)=O)Oc2c(NC(=O)C3CCCCC3)cccc2C1=O	-5	-0.3	-4	nt	-0.9	nt	0.1&2.1	-4	-18	-16
O=[N+]([O-])c1cc(C(F)(F)F)ccc1NCCc1ccncc1	-7	0.2	4	-1	i	-8	0.0	5	4	-11
O=C(CCS(=O)(=O)c1ccccc1)Nc1nnc(-c2ccco2)o1	3	-0.4	-5	1	3.4	-2	1.0	-1	-1	-9
COc1cc(OC)cc(-c2cc3nc(C4CCN(C(=O)OC(C)(C)C)CC4)cc(=O)n3[nH]2)c1	-9	?	2	-2	i	16	1.3	-3	2	-13
CCCS(=O)(=O)c1c(S(=O)(=O)CCC)c2c(N)cccn2c1C(=O)c1ccccc1	-3	-0.1	2	1	-0.2	-10	0.4	-2	0	6
CCOC(=O)c1c(S(=O)(=O)NCC(=O)Nc2cccc(C)c2)c(C)n(C)c1C	-13	-0.7	-4	-4	-2.9	2	0.6	0	10	-4
O=C1CCCc2c1nn(-c1ccccc1)[n+]2[O-]	-1	-1.4	0	-2	0.5	-5	3.2	-16	5	-12
COc1ccc(OCCOC(=O)CNC(=O)c2ccc(C)cc2)cc1	-6	-1.2	14	nt	i	nt	2.2	nt	2	0

Some of the compounds tested; count on the stated rates, not on these rows.
